# Source: PubChem (Sanford-Burnham Center for Chemical Genomics)
# Gli-Sufu block = Gli-Sufu pathway antagonism; inhibition, % at 5 µM; Sufu-KO-LIGHT fibroblasts, Gli luciferase reporter luminescence; actives 0.74% (n = 340,000); AID 588413;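 active = inhibition above about 55%, limit read from the data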;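 also: 0% = DMSO-treated cells and 100% = wells with medium but no cells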
# CCR6 antag = antagonists of human CCR6 receptor; actives 0.49% (n = 340,000); inhibition, % at 20 µM; CHO-K1 CCR6 PathHunter beta-arrestin, luminescence, CCL20-stimulated; P51684;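 active = compounds whose inhibition of the agonist-driven luminescence signal at 20 µM reaches about 50%, limit read from the data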;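 also: cells stimulated with CCL20 at 14 nM final; plate controls were DMSO with CCL20 for no effect and DMSO without agonist for full effect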
# Target sequence (P51684 whole entry, looked up): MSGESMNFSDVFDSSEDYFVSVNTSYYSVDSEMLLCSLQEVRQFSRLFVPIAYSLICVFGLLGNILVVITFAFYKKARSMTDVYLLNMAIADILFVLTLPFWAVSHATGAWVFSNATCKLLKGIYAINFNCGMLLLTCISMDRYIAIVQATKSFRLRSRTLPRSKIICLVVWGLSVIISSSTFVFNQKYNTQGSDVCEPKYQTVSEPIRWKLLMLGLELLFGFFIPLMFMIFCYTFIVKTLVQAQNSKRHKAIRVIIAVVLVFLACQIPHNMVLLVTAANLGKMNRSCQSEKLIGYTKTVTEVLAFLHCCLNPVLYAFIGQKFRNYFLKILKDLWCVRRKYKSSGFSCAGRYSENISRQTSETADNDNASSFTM
# APJ antagonist = APJ receptor antagonism. AID 2521. actives 0.32% (n = 330,000). P35414. CHO-K1 APJ beta-arrestin complementation, luminescence. inhibition, % at 20 µM;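 active = inhibition above about 40% at 20 µM, limit read from the data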;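 also: cells challenged with 10 nM apelin-13 agonist together with compound; plate controls were apelin-13 plus DMSO wells for no effect and DMSO wells lacking apelin-13 for full effect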
# UBC13 inh = blocks human UBC13 polyubiquitin chain formation. TR-FRET. actives 0.47% (n = 330,000). AID 485273. inhibition, % at 20 µM; in the data active = inhibition above about 45%, passing the limit was not always enough
# Target sequence (P61088 whole entry, looked up): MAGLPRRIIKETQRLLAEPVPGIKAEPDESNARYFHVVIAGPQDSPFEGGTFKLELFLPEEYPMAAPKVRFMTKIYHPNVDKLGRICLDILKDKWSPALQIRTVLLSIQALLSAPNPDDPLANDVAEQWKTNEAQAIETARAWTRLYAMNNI
# APJ ag = activates the human apelin receptor APJ | activation, % at 20 µM | CHO-K1 APJ PathHunter beta-arrestin, luminescence; 0% DMSO wells, 100% apelin | P35414 | AID 2520 | actives 0.11% (n = 330,000);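 active = activation more than six SD over the plate average, tested at 20 µM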;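 also: 0% = DMSO alone and 100% = apelin-13 at 10 nM; some results filed as inactive read as strong as hits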
#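 Test system: CHO-K1 APJ beta-arrestin complementation cell line | Compound: Single test compound dose, 20 µM final, 1% DMSO | Incubation: Compound 90 min 25 °C, reagent 1 h | Measured by: beta-gal luminescence | Read-out basis: APJ–arrestin association signal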
# CXCR6 inh = blocks human CXCR6 beta-arrestin recruitment; CHO-K1 PathHunter CXCR6 beta-arrestin, luminescence; inhibition, % at 20 µM; actives 0.36% (n = 360,000); AID 602244; in the data active = inhibition above about 34%, passing the limit was not always enough;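 also: antagonist mode with CXCL16 agonist at 10 nM final; 0% = 10 nM CXCL16 with DMSO and 100% = unstimulated wells without agonist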
# ATG4B inhibitor = blocks human ATG4B protease cleavage of LC3 substrate | ATG4B cleavage of LC3-PLA2, NBD-HPC fluorescence, 1 h | Q9Y4P1 | actives 0.51% (n = 340,000) | AID 504462 | inhibition, % at 8.33 µM; in the data active = inhibition above about 40%
# Target sequence (Q9Y4P1 whole entry, looked up): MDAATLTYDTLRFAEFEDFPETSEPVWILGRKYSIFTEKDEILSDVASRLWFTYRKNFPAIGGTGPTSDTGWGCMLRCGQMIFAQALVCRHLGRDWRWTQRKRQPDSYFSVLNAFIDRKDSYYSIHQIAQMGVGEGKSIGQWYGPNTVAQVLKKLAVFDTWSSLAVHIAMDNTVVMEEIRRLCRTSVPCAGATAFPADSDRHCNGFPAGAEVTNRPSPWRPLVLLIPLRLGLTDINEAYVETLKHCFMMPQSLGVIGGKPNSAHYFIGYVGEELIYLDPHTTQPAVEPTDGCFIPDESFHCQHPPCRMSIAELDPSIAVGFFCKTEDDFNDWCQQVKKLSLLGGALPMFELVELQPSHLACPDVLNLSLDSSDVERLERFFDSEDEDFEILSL
# EBI2 block = antagonists of human EBI2 receptor. P32249. EBI2 beta-arrestin recruitment, luminescence, 7a,25-OHC stimulated. inhibition, % at 5 µM. actives 0.81% (n = 360,000). AID 651636; in the data active = inhibition above about 38%;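 also: enzyme fragment complementation signal reports receptor beta-arrestin coupling in cells; 0% = agonist plus DMSO wells and 100% = wells without agonist; some results beyond the cut were filed as inactive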
# * marks the source's active call; other numbers are inactive results; . = no result given. Rows are unselected; 3% or so of the library scored in one or more.
cpd	Compound	Gli-Sufu block	CCR6 antag	APJ antagonist	UBC13 inh
1	O=C1NC(c2ccc(Cl)cc2)Nc2ccccc21 (stereo not drawn)	3	10	4	12
2	Cc1[nH]c2ccccc2c1N=Nc1cccc(C(=O)O)c1	-84	15	10	-12
3	COc1cccc(CNC(=O)COC(=O)CCS(=O)(=O)c2ccc(C)cc2)c1	-10	8	11	0
4	CC(C)(C)[C@H]1C=C(C(=O)NCc2ccccc2)O[C@@H](OCc2ccc(CO)cc2)C1	0	12	17	10
5	CCOC(=O)N1CCC(NC(=O)c2ccc(N3CCC4(CC3)OCCO4)c([N+](=O)[O-])c2)CC1	-6	10	-2	-20
6	CCOC(=O)[C@H](C)N1[C@H](C)[C@H](c2ccccc2)Oc2ccc(Cl)cc2S1(=O)=O	10	30	.	.
7	CC(C)CN1CCN=C1N(C)C	13	4	9	3
8	COc1ccc(/C=N/NC(=O)CN(CCc2ccccc2)S(=O)(=O)c2ccc(NC(C)=O)cc2)cc1OC	3	-3	-18	-1

cpd	APJ ag	CXCR6 inh	ATG4B inhibitor	EBI2 block
1	-2	2	7	-1
2	-2	6	1	-7
3	-2	-4	-9	-14
4	-9	-7	-2	-1
5	0	3	-8	-2
6	.	2	.	46*
7	5	-1	-4	6
8	2	8	-10	-8

# New compounds follow:
cpd	Compound	Gli-Sufu block	CCR6 antag	APJ antagonist	UBC13 inh
9	COc1ccc(CCn2c(C3CCCCC3)nc3c(c(=O)c4ccccc4n3C)c2=O)cc1	5	2	12	16
10	CCOc1ccc(NC(=O)c2nc(SCC)ncc2Cl)cc1	-1	3	-8	1
11	CC1CCN(CCNC(=O)C2CCCN(S(=O)(=O)c3cccc4nsnc34)C2)CC1 (stereo not drawn)	-5	23	19	8
12	Cc1ccc2[nH]c(=O)c(COC(=O)C3CCCCC3)cc2c1	-16	-7	-13	13
13	CCO[C@@H]1OC(C(=O)N2CCN(Cc3ccc4c(c3)OCO4)CC2)=C[C@H](c2cn(C(C)=O)c3ccccc23)[C@H]1CCCO	9	13	6	17
14	CCc1cccc2c(C(=O)CSc3nnc(-c4ccncc4)n3C)c[nH]c12	0	-12	1	-2
15	Cc1ccc(-n2nc3c([n+]2[O-])CCc2nonc2-3)cc1	-19	5	15	-2
16	COc1ccc2cc3cc(C(=O)N4CCCC(C)C4)oc3nc2c1 (stereo not drawn)	-122	13	-11	4

cpd	APJ ag	CXCR6 inh	ATG4B inhibitor	EBI2 block
9	2	6	-1	-13
10	-2	-2	0	4
11	-4	7	-1	21
12	-6	-4	-3	-8
13	-7	18	-24	39
14	-3	-1	-3	-4
15	-3	-10	-5	-3
16	3	4	28	5

# Later entries:
cpd	Compound	Gli-Sufu block	CCR6 antag	APJ antagonist	UBC13 inh
17	O=C1OCCN1N1CCOC1=O	1	4	.	.
18	O=C1OCCN1CCN(CN1C(=O)CCC1=O)CN1C(=O)CCC1=O	8	-6	-2	6
19	CCOC(=O)N1CCN(S(=O)(=O)c2ccc(Cl)cc2)CC1	-2	26	-1	0
20	CCOC(=O)C1C(=O)C=C(c2ccccc2)CC1c1ccccc1 (stereo not drawn)	6	11	.	.
21	COC(=O)C1=C(C)N(c2ccc(OC)cc2)C(=O)/C1=C\c1cccs1	6	17	9	-2
22	COc1ccc(NS(=O)(=O)c2cccc(C(=O)NNC(=O)CNC(=O)c3ccccc3)c2)cc1	19	7	8	-6
23	C=C(C)C1CC=C(C)/C(=N/NC(=O)CCC(=O)Nc2ccccc2Cl)C1 (stereo not drawn)	5	7	-6	-1
24	O=C(COC(=O)c1ccc(Cl)cc1)NCC1CCCCC1	8	8	15	-4

cpd	APJ ag	CXCR6 inh	ATG4B inhibitor	EBI2 block
17	.	-5	-8	1
18	-5	1	-6	-8
19	-3	1	0	7
20	.	2	0	15
21	3	14	6	-11
22	8	4	-1	3
23	-4	2	-6	-1
24	-1	6	-12	0

# Next part.
cpd	Compound	Gli-Sufu block	CCR6 antag	APJ antagonist	UBC13 inh
25	Cc1nc(SCC(=O)OCc2ccccc2)c2c(=O)n(C)c(=O)n(C)c2n1	-3	-4	2	2
26	COC(=O)c1sccc1NC(=O)CC1C(=O)NCCN1C(=O)Nc1ccccc1 (stereo not drawn)	0	0	2	-3
27	Cc1ccc(C(=O)COc2cc(C)nc3nncn23)cc1	-6	-3	5	-2
28	C=CCn1c(SCC(=O)Nc2ccc(OC)cc2)nc2c([nH]c3ccccc32)c1=O	-12	13	5	-9
29	O=S(=O)(c1ccccc1)c1nc(-c2ccco2)oc1Nc1ccccc1	2	10	1	-9
30	CC1CCCCC12NC(=O)N(CC(=O)Nc1sccc1C(N)=O)C2=O (stereo not drawn)	5	6	7	6
31	CCOC(=O)C(Cc1ccccc1)NC(=O)CCc1c(C)nc2nc(C)nn2c1C (stereo not drawn)	3	-6	-13	-2
32	CC(C)OC(=O)C1OC1(C)c1ccccc1 (stereo not drawn)	7	8	.	.

cpd	APJ ag	CXCR6 inh	ATG4B inhibitor	EBI2 block
25	1	-3	-7	-5
26	3	9	-7	-4
27	-3	-5	2	-1
28	-8	2	1	1
29	0	-2	-1	10
30	-2	5	4	-5
31	0	-6	-5	-18
32	.	4	-8	-4

# The list goes on:
cpd	Compound	Gli-Sufu block	CCR6 antag	APJ antagonist	UBC13 inh
33	Cc1cccc2cc(C#N)c(SCCN3CCCCC3)nc12	6	7	7	6
34	Cc1cccc(C)c1NC(=O)c1cccc2c1C(=O)N(C1CCCCC1)C2	23	15	-18	-8
35	CC(=O)N1CCC2(CC1)C/C(=N\NC(=S)Nc1ccc(C)cc1)c1cc(O)ccc1O2	7	1	-12	-1
36	O=C(CSCc1nc2c(nnn2Cc2ccc(F)cc2)c(=O)[nH]1)Nc1cccc(C(F)(F)F)c1	2	-1	-4	0
37	Cc1ccc(C(=O)O)c(C(=O)Nc2nc(C)cs2)c1	3	-2	16	4
38	CC(C)[C@H](NC(=O)[C@@H]1CSC2c3ccccc3C(=O)N21)C(=O)NC1CCCC1 (stereo partly drawn)	6	9	2	11
39	Nc1ccccc1SCc1csc(-c2ccc(Cl)cc2)n1	-17	5	-7	5
40	O=C(NCc1ccc2c(c1)OCO2)c1cccc(N2CCCC2=O)c1	-8	-10	11	-4

cpd	APJ ag	CXCR6 inh	ATG4B inhibitor	EBI2 block
33	-5	.	-13	.
34	0	6	0	5
35	-4	0	-7	5
36	4	8	-8	-1
37	-1	3	3	-5
38	-1	-2	-5	-6
39	0	-8	-1	8
40	-14	-5	3	-1

# The results go on:
cpd	Compound	Gli-Sufu block	CCR6 antag	APJ antagonist	UBC13 inh
41	O=C1c2ccccc2S(=O)(=O)c2cc(C(=O)N3CCN(c4ccccc4)CC3)ccc21	4	-14	-3	10
42	Cc1c(C(=O)N2CCC(C)CC2)oc2ccc3c(c12)C(O)CC1(CCCCC1)O3 (stereo not drawn)	11	7	-16	-6
43	CN(C)S(=O)(=O)NCCNc1ccc(C(F)(F)F)cc1[N+](=O)[O-]	98*	-5	3	0
44	NC(=O)C1(N2CCCCC2)CCN(c2nc(-c3ccccc3)cs2)CC1	4	3	10	4
45	Nc1nc(CN2CCc3ccccc3C2)nc(Nc2ccccc2)n1	0	-17	12	-10
46	CCCCC(=O)Nc1nc(-c2ccc(S(=O)(=O)N3CCOCC3)cc2)cs1	-1	8	-23	8
47	O=C1NN(c2cccc(Br)c2)C(=O)/C1=C\c1ccc(N2CCOCC2)cc1	-4	28	25	-94
48	CCC(C)C(NC(=O)OC(C)(C)C)C(=O)NCc1ccco1 (stereo not drawn)	11	8	5	2

cpd	APJ ag	CXCR6 inh	ATG4B inhibitor	EBI2 block
41	2	1	-3	-17
42	-5	4	-1	6
43	-4	3	-9	-9
44	2	-4	3	6
45	7	-2	-18	10
46	2	-9	-7	-2
47	-5	1	-1	5
48	-3	-1	2	-12

# Additional entries
cpd	Compound	Gli-Sufu block	CCR6 antag	APJ antagonist	UBC13 inh
49	COc1ccc(C(=O)NCCSCc2ccccc2C)cc1	-15	11	8	-3
50	Cc1cccc(NC(=O)C2CCN(S(=O)(=O)c3cccc4nsnc34)CC2)c1	4	14	-2	-10
51	CCOc1ccccc1OCC(=O)Nc1nnc(COC)s1	-1	6	12	0
52	COC(C(=O)Nc1ccc(F)cc1F)c1ccccc1 (stereo not drawn)	3	6	3	0
53	COC(=O)c1c(NC(=O)c2ccc(Br)o2)sc(C)c1C	0	10	4	-6
54	COC(=O)c1sccc1N/C=C(\C#N)S(=O)(=O)C(C)(C)C	8	-10	-6	-11
55	O=C(CSc1nnc(-c2ccc(O)cc2)o1)Nc1cccc(O)c1	-33	15	-6	0
56	Cc1occc1C(=O)Nc1cccc2ccccc12	-49	0	-1	-2

cpd	APJ ag	CXCR6 inh	ATG4B inhibitor	EBI2 block
49	-5	-4	12	3
50	-6	-2	-12	-3
51	-3	-6	-4	5
52	-1	-3	-14	-7
53	-3	1	-3	21
54	0	-15	-8	-4
55	-2	-10	-8	-4
56	5	0	-8	-1

# Random excerpt: 7 entries already listed
cpd	Compound	Gli-Sufu block	CCR6 antag	APJ antagonist	UBC13 inh
53	COC(=O)c1c(NC(=O)c2ccc(Br)o2)sc(C)c1C	0	10	4	-6
54	COC(=O)c1sccc1N/C=C(\C#N)S(=O)(=O)C(C)(C)C	8	-10	-6	-11
56	Cc1occc1C(=O)Nc1cccc2ccccc12	-49	0	-1	-2
55	O=C(CSc1nnc(-c2ccc(O)cc2)o1)Nc1cccc(O)c1	-33	15	-6	0
52	COC(C(=O)Nc1ccc(F)cc1F)c1ccccc1 (stereo not drawn)	3	6	3	0
49	COc1ccc(C(=O)NCCSCc2ccccc2C)cc1	-15	11	8	-3
51	CCOc1ccccc1OCC(=O)Nc1nnc(COC)s1	-1	6	12	0

cpd	APJ ag	CXCR6 inh	ATG4B inhibitor	EBI2 block
53	-3	1	-3	21
54	0	-15	-8	-4
56	5	0	-8	-1
55	-2	-10	-8	-4
52	-1	-3	-14	-7
49	-5	-4	12	3
51	-3	-6	-4	5

# Further results:
cpd	Compound	Gli-Sufu block	CCR6 antag	APJ antagonist	UBC13 inh
57	O=C(Nc1cccnc1)c1ccccc1NS(=O)(=O)c1ccc(F)cc1	8	-7	10	4
58	COc1ccc(/C=c2\s/c(=C(/C#N)C(=O)NCc3ccco3)n(-c3ccccc3)c2=O)cc1	-2	11	-4	-16
59	O=C(N/N=C/c1cc([N+](=O)[O-])ccc1O)c1ccc2c(c1)OCCO2	-2	33	6	-42
60	O=C(COc1ncnc2ccccc12)c1ccc(Cl)cc1	-62	6	-2	1
61	O=C(COC(=O)c1ccc(Cl)nc1)Nc1cccnc1Cl	7	-6	5	2
62	O=C(NC(=S)Nc1ccc(Cl)cn1)c1cc([N+](=O)[O-])ccc1N1CCOCC1	-2	-2	12	-4
63	COc1ccc(CN(C)c2ncnc3sccc23)c(OC)c1OC	12	0	11	1
64	CCOC(=O)/C(C#N)=C/c1c(N2CCN(C)CC2)nc2c(C)cccn2c1=O	3	2	20	-6
65	C/C(=N\n1cnnc1)c1ccc(C#N)cc1	2	-4	7	-6
66	C=CCc1c(C)nc(SC(C)C)[nH]c1=O	6	6	2	-10
67	CCOc1ccc2c(C)nc(NC3=NC(C)(C)C=C(C)N3)nc2c1	-14	2	3	37

cpd	APJ ag	CXCR6 inh	ATG4B inhibitor	EBI2 block
57	-2	1	-1	-6
58	-3	11	-5	14
59	-1	6	2	76*
60	-1	0	-4	-4
61	-4	0	-4	1
62	-11	16	3	7
63	-3	0	-1	6
64	0	5	2	-11
65	-3	-4	-3	0
66	2	-10	-3	0
67	-4	11	-2	2

# Single entries from the list:
# compound 59 in UBC13 inh reads -42
# compound 67 in UBC13 inh reads 37
# compound 64 in EBI2 block reads -11
# compound 58 in UBC13 inh reads -16
# compound 63 in CXCR6 inh reads 0
# compound 61 in Gli-Sufu block reads 7
